# Screening data (PubChem)
# Furin inh: inhibitors of human furin | purified furin, fluorogenic substrate cleavage | 220,000 compounds, 0.061% hits | inhibition, % at 30 µM; in the data active = inhibition above about 25%; also: inactives centre near -15
# p97 ATPase inh: human p97 ATPase inhibition; P55072; recombinant p97 ATPase, Kinase-Glo ATP luminescence, 3 h; inhibition, % at 8 µM; 220,000 compounds, 0.42% hits; AID 1481; in the data active = inhibition above about 15%;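 also: 0% = DMSO vehicle and 100% = wells lacking enzyme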
# p47phox inh: blocks human p47phox regulatory protein of NADPH oxidases; p47phox/p22phox peptide binding, fluorescence polarization, 2 h; inhibition, % at 24.7 µM; 220,000 compounds, 0.53% hits; AID 1274;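 active = inhibition above about 30%, limit read from the data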;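 also: 0% = p47phox with labelled peptide and 100% = labelled peptide alone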
# Target sequence (P14598 whole entry, looked up): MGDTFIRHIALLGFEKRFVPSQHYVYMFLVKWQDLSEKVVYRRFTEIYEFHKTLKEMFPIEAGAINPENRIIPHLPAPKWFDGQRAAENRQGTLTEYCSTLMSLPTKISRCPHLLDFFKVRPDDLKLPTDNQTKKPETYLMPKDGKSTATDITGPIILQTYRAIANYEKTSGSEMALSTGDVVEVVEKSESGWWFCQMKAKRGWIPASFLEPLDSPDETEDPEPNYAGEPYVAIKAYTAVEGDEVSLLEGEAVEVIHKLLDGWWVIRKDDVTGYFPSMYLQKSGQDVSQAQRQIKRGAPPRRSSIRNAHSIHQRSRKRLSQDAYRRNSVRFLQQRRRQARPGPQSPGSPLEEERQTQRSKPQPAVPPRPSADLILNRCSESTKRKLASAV
# EP2 antag: blocks the human prostaglandin E2 receptor EP2; P43116; C6 glioma cells expressing human EP2, cAMP TR-FRET; cells stimulated with saturating PGE2; inhibition, % at 25 µM; 260,000 compounds, 0.52% hits;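 active = percent inhibition above 40 after rounding to a whole number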;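 also: rat C6 glioma host cells with rolipram phosphodiesterase inhibitor present; the protocol text gives 20 µM as final concentration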
# PPC-1+TRAIL kill: PPC-1 cancer cell killing with TRAIL present | 220,000 compounds, 0.41% hits | PPC-1 cells + TRAIL, ATPLite viability luminescence | cell killing (% activity), % at 4 µM;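 active = cell killing above 50% in the first pass at 4 µM, then a duplicate retest at 5 µM averaging 50% or more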;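 also: plate controls were cells with TRAIL plus DMSO for no effect and medium-only wells lacking cells for full effect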
# Ba/F3 V617F tox: loss of viability in JAK2V617F-driven Ba/F3 cells | inhibition, % at 5.6 µM | 220,000 compounds, 1.1% hits | Ba/F3 EpoR-JAK2V617F viability, ATP luminescence | AID 1446;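 active = inhibition above the campaign mean plus 3 SD over all tested compounds, cut at about 24% in these data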;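 also: cytokine-independent growth of Ba/F3 cells driven by EpoR plus mutant JAK2; 0% = DMSO-treated cells and 100% = JAK inhibitor I control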
# RBBP9 inh: blocks human serine hydrolase RBBP9; inhibition, % at 7.94 µM; AID 1515; recombinant RBBP9, FP-Rh probe fluorescence polarization; 220,000 compounds, 0.2% hits;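 active = inhibition above the campaign mean of all tested compounds plus 3 SD, cut at about 14% in these data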;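 also: plate controls were DMSO wells with RBBP9 for no effect and wells lacking RBBP9 protein for full effect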
# Target sequence (O75884 whole entry, looked up): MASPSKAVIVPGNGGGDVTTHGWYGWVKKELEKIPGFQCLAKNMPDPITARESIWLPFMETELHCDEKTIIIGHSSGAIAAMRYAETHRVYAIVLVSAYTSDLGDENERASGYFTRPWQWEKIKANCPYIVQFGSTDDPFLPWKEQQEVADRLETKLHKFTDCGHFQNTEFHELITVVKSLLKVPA
#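 System: RBBP9 protein | Quantity: 2.5 µM RBBP9 dispensing solution, before mixing | Reagent: FP-Rh probe, 375 nM dispensing solution | Timing: Enzyme-compound preincubation 30 min, then probe labeling 45 min, 25 °C | Measured by: Fluorescence polarization | Read-out: % inhibition | Replication: One well per compound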
# BaF3 tox: reduces parental Ba/F3 cell viability, JAK2V617F counter-screen | CellTiter-Glo ATP luminescence | inhibition, % at 5.6 µM | 220,000 compounds, 1.1% hits | AID 1486;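 active = inhibition above a per-campaign cutoff, the mean inhibition of all tested compounds plus 3 SD, cut at about 27% in these data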;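 also: 0% = DMSO wells and 100% = JAK Inhibitor I control wells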
# TbHK1 inh: blocks Trypanosoma brucei hexokinase 1 activity; 220,000 compounds, 0.11% hits; AID 1430; inhibition, % at 10 µM; recombinant TbHK1, G6PDH-coupled NADH A340;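 active = inhibition of 50% or more in the single-dose primary screen; inactive = inhibition below 50%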
# Numbers without * were called inactive; . = no result given; & = joins results of further samples; [ ] = another dose, or the depositor's remark. Some of the compounds tested; count on the stated rates, not on these rows.
no.	Compound	Furin inh	p97 ATPase inh	p47phox inh	EP2 antag	PPC-1+TRAIL kill
1	CC1(C)Oc2ccc(C#N)cc2[C@@H](N2CCCC2=O)[C@@H]1O	-14	8	-7	12	15
2	C[C@@H]1C[C@H]2[C@@H]3C[C@H](F)C4=CC(=O)C(Cl)=C[C@]4(C)[C@@]3(F)[C@@H](O)C[C@]2(C)[C@@]1(O)C(=O)CO	.	0	-7	11	-11
3	CCC12CCCN3CCc4c(n(c5ccccc45)C(O)(C(=O)OC)C1)C32 (configuration not stated)	-6	0	-16	8	6
4	C/C=C(/C)C(=O)O[C@@H]1c2cc3c(c4c2[C@@]2(CO4)C(=O)C(OC)=C(OC)C=C2C[C@@H](C)[C@H]1C)OCO3	-24	.	4	7	20
5	CCOC(=O)Nc1ccc2c(c1)N(C(=O)CCN1CCOCC1)c1ccccc1S2	-26[20 µM]	0	-5&-14	17	-2
6	C[C@H]1c2cccc(O)c2C(O)=C2C(=O)[C@]3(O)C(O)=C(C(N)=O)C(=O)[C@@H](N(C)C)[C@@H]3[C@@H](O)[C@@H]21	-9	.	5	13&14&8	6
7	C#C[C@]1(O)CC[C@H]2[C@@H]3CCC4=CC(=O)CC[C@@H]4[C@H]3CC[C@@]21CC	.	5&6	-5&6	13	2
8	Cc1cc(O)c2c(c1)C(=O)c1cccc(O)c1C2=O	-12	-4	-18	13&9	15

no.	Ba/F3 V617F tox	RBBP9 inh	BaF3 tox	TbHK1 inh
1	-5	4	-1	1
2	13	3	-12	.
3	-1	-3	-2	-8
4	.	.	.	-8
5	2	-6	2	-5
6	.	.	.	-44
7	-3&-2	-5&3	-4&-1	.
8	2	-8	4	3

# A different layout for some results above:
no.	smiles	Furin inh	p97 ATPase inh	p47phox inh	EP2 antag	PPC-1+TRAIL kill	Ba/F3 V617F tox	RBBP9 inh	BaF3 tox	TbHK1 inh
8	Cc1cc(O)c2c(c1)C(=O)c1cccc(O)c1C2=O	-12	-4	-18	13&9	15	2	-8	4	3
2	C[C@@H]1C[C@H]2[C@@H]3C[C@H](F)C4=CC(=O)C(Cl)=C[C@]4(C)[C@@]3(F)[C@@H](O)C[C@]2(C)[C@@]1(O)C(=O)CO	.	0	-7	11	-11	13	3	-12	.

# Other compounds.
no.	Compound	Furin inh	p97 ATPase inh	p47phox inh	EP2 antag	PPC-1+TRAIL kill
9	CCCc1cc(C(N)=S)ccn1	4[20 µM]	0	-4	15&11	3
10	CCCN(CCC)C(=O)C(CCC(=O)O)NC(=O)c1ccccc1 (configuration not stated)	-19	5	-11	12&9&5	-9
11	CC(=O)O[C@@]12CO[C@@H]1C[C@H](O)[C@@]1(C)C(=O)[C@H](O)C3=C(C)[C@@H](OC(=O)[C@H](O)[C@@H](NC(=O)OC(C)(C)C)c4ccccc4)C[C@](O)([C@@H](OC(=O)c4ccccc4)[C@H]21)C3(C)C	.	8	-17	14	2
12	CCN(CC)CCOC(=O)C(c1ccccc1)c1ccccc1	-12	-1	4	11&14	10
13	COc1cc(C(=O)NCCCCCC(=O)O)cc(OC)c1OC	-16	3	2	14	-1
14	COc1cc(NC(=O)c2cc(C3CC3)on2)c(OC)cc1Cl	-31	1	-4	5	22
15	O=C1CCc2cc(OCCCCc3nnnn3C3CCCCC3)ccc2N1	-7	-9&4&1	5&-13&-11	10&12&12	24&1
16	CN1CCC(=C2c3ccccc3CC(=O)c3sccc32)CC1	-15	5&4	-6&-2	17&13&6	12&4

no.	Ba/F3 V617F tox	RBBP9 inh	BaF3 tox	TbHK1 inh
9	1	2	4	-6
10	-1	-7	4	3
11	73*	4	62*	.
12	0	-11	5	6
13	2	-7	6	1
14	-2	-6	3	0
15	5&0&-4	-10&7&-1	4&-4&-7	2
16	-2&0	-3&-5	7&-5	-9

# Some entries already given, reduced to Ba/F3 V617F tox.
no.	Structure	Ba/F3 V617F tox
9	CCCc1cc(C(N)=S)ccn1	1
13	COc1cc(C(=O)NCCCCCC(=O)O)cc(OC)c1OC	2
15	O=C1CCc2cc(OCCCCc3nnnn3C3CCCCC3)ccc2N1	5&0&-4
10	CCCN(CCC)C(=O)C(CCC(=O)O)NC(=O)c1ccccc1 (configuration not stated)	-1
11	CC(=O)O[C@@]12CO[C@@H]1C[C@H](O)[C@@]1(C)C(=O)[C@H](O)C3=C(C)[C@@H](OC(=O)[C@H](O)[C@@H](NC(=O)OC(C)(C)C)c4ccccc4)C[C@](O)([C@@H](OC(=O)c4ccccc4)[C@H]21)C3(C)C	73*

# The list continues:
no.	Compound	Furin inh	p97 ATPase inh	p47phox inh	EP2 antag	PPC-1+TRAIL kill
17	C[C@]12CC[C@H]3C(=CCc4cc(O)ccc43)[C@@H]1CCC2=O	-9	5	-3	11	-25
18	OCCOCCN1CCN(C(c2ccccc2)c2ccc(Cl)cc2)CC1 (configuration not stated)	-20	-1	-7	20	14
19	CCCCOC(=O)c1ccc(N)cc1	-7	7	-2	14&13	12
20	OCC(O)CN1CCN(c2ccccc2)CC1 (configuration not stated)	-10	4	4	16&12	19
21	COc1cc(C)nc(-n2nc(C)cc2OC)n1	-14	4	-9	18	10
22	CN(CCOc1ccc(NS(C)(=O)=O)cc1)CCc1ccc(NS(C)(=O)=O)cc1	.	1	-10	9	4
23	O=C(NCCN1CCOCC1)c1ccc(Cl)cc1	-17	5	-2	17	21
24	O=C(O)CCCCCCCC(=O)O	-19	7	7	8&9&11	1

no.	Ba/F3 V617F tox	RBBP9 inh	BaF3 tox	TbHK1 inh
17	2	-5	6	-1
18	1	0	6	-3
19	-3	-3	2	6
20	2	-3	7	6
21	-3	-7	5	-1
22	-1	-3	-5	.
23	-3	-1	3	8
24	-6	-4	2	4

# Overlap with the part before: six compounds, followed by the next part.
no.	Compound	Furin inh	p97 ATPase inh	p47phox inh	EP2 antag	PPC-1+TRAIL kill
19	CCCCOC(=O)c1ccc(N)cc1	-7	7	-2	14&13	12
20	OCC(O)CN1CCN(c2ccccc2)CC1 (configuration not stated)	-10	4	4	16&12	19
21	COc1cc(C)nc(-n2nc(C)cc2OC)n1	-14	4	-9	18	10
22	CN(CCOc1ccc(NS(C)(=O)=O)cc1)CCc1ccc(NS(C)(=O)=O)cc1	.	1	-10	9	4
23	O=C(NCCN1CCOCC1)c1ccc(Cl)cc1	-17	5	-2	17	21
24	O=C(O)CCCCCCCC(=O)O	-19	7	7	8&9&11	1
25	CN(C)C(=N)N=C(N)N	-12	2	3	8	22
26	CN=C(N)NC(=O)Nc1c(C)cccc1C	-33	15*	-12	2	10
27	Cc1oncc1C(=O)Nc1ccc(C(F)(F)F)cc1	-16	-2	6	14&14&10	3
28	COc1cc2c(c(OC)c1OC)-c1c(cc(OC)c(OC)c1OC)C[C@H](C)[C@H](C)C2	6	.	0	12	26
29	O=C(c1ccccc1)c1ccc2n1CCC2C(=O)O (configuration not stated)	-10	6	-12	8&16&10	16
30	Oc1cc2c(cc1O)C1c3ccc(O)c(O)c3OCC1(O)C2 (configuration not stated)	-30	15*	-62	16&18	16
31	COc1ccc(S(=O)(=O)Nc2nnc(CC(C)C)s2)cc1	-20[20 µM]	1	-11	7	8
32	CN(C)CCOC(=O)C(c1ccccc1)C1(O)CCCC1 (configuration not stated)	-15	1	5	12&15	0

no.	Ba/F3 V617F tox	RBBP9 inh	BaF3 tox	TbHK1 inh
19	-3	-3	2	6
20	2	-3	7	6
21	-3	-7	5	-1
22	-1	-3	-5	.
23	-3	-1	3	8
24	-6	-4	2	4
25	-4	-3	1	-4
26	-1	-8	2	-5
27	5	-4	16	-7
28	.	.	.	-9
29	-2	-2	3	-204
30	-3	11	-2	12
31	-3	-2	5	-4
32	1	5	11	-1

# The results go on.
no.	Compound	Furin inh	p97 ATPase inh	p47phox inh	EP2 antag	PPC-1+TRAIL kill
33	CCOc1ccc(NC(=S)N2CCC(C(O)(c3ccccc3)c3ccccc3)CC2)cc1	-15	3	-3	8	13
34	CN1CCN(c2c(F)cc3c(=O)c(C(=O)O)cn4c3c2SCC4)CC1	-13	4&9	-2&-10	28	1&10
35	Cc1ccsc1/C=C/C1=NCCCN1C	-4	1	5	13&21	29
36	COc1ccc(Sc2ccc(NC(=O)c3ccccc3Cl)cc2C#N)cc1	-25[20 µM]	-1	-13	13	-2

no.	Ba/F3 V617F tox	RBBP9 inh	BaF3 tox	TbHK1 inh
33	-3	-2	7	-3
34	0&-5	-10&-1	9&2	-16
35	-1	-10	5	-209
36	-3	-12	4	-5
